TRHR PAM: allosterically enhances the human TRH receptor. enhancement, % at 2 µM. P34981. TRHR cells, fluo-8 calcium fluorescence, EC20 TRH enhancement. actives 0.66% (n = 360,000); in the data active = enhancement above about 30%; note: 0% is about no effect
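TRHR-expressing cells loaded with fluo-8 calcium dye were read kinetically (ex 480/em 530) during compound addition, then stimulated with an EC20 of TRH (10 nM final). Enhancement of the Gq-mediated intracellular calcium response was scored.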
D1 PAM: potentiators of human D1 dopamine receptor. P21728. HEK293 TREx D1 cells, calcium flux, dopamine EC20 potentiation. potentiation, % at 10 µM. actives 0.036% (n = 360,000). AID 504651; in the data active = potentiation above about 30%; note: 0% is about no effect
Anesthetic bind: binds horse apoferritin like a general anesthetic. Potency, µM (series often up to 77.5 µM), for the others: top-dose activity change, negative = displacement, most hits filed as inhibitors. apoferritin/1-aminoanthracene competitive binding, fluorescence. actives 0.074% (n = 350,000); note: potency is the fitted concentration of half-maximal effect; % is set by controls: 0 for no effect and ±100 for the full control effect; nearly all actives have a fitted effect of over 20% in size
Target sequence (P02791 2-175 limits assumed): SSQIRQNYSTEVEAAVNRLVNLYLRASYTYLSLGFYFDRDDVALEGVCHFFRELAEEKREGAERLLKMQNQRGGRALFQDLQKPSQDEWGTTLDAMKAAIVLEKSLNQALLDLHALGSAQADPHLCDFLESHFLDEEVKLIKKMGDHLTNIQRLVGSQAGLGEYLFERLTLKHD
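Read-out: endpoint 1-AMA fluorescence, excitation 380 nm and emission 535 nm, after compounds sit 10 min at room temperature with 10 uM horse-spleen apoferritin in 50% saturated 1-AMA/PBS. Values come from four-parameter Hill fits.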
TRHR agonist: TRH receptor (human) agonism | TRHR cells, calcium flux fluo-8, FDSS agonist mode | activation, % at 2 µM | actives 0.18% (n = 360,000) | P34981; in the data active = activation above about 30%; note: 0% is about no effect
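TRHR-expressing cells, plated overnight in medium with 10% serum, were loaded with fluo-8 calcium dye at room temperature. After a 10 s baseline, library compound was pin-added and calcium release was recorded kinetically (ex 480/em 530) as agonist response.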
RXFP1 ag: RXFP1 (human) receptor agonism; Q9HBX9; HEK293T-RXFP1 cAMP TR-FRET, 30 min; response scale: percent of porcine relaxin response, buffer zero; Potency, µM (series often up to 57.5 µM), for the others: top-dose activation, hits mostly activators; actives 0.3% (n = 370,000); note: potency is the fitted concentration of half-maximal effect; % is set by controls: 0 for no effect and ±100 for the full control effect; nearly all actives have a fitted effect of over 60% in size; many of its hits are not listed in these tables
Target sequence (Q9HBX9 whole entry, looked up): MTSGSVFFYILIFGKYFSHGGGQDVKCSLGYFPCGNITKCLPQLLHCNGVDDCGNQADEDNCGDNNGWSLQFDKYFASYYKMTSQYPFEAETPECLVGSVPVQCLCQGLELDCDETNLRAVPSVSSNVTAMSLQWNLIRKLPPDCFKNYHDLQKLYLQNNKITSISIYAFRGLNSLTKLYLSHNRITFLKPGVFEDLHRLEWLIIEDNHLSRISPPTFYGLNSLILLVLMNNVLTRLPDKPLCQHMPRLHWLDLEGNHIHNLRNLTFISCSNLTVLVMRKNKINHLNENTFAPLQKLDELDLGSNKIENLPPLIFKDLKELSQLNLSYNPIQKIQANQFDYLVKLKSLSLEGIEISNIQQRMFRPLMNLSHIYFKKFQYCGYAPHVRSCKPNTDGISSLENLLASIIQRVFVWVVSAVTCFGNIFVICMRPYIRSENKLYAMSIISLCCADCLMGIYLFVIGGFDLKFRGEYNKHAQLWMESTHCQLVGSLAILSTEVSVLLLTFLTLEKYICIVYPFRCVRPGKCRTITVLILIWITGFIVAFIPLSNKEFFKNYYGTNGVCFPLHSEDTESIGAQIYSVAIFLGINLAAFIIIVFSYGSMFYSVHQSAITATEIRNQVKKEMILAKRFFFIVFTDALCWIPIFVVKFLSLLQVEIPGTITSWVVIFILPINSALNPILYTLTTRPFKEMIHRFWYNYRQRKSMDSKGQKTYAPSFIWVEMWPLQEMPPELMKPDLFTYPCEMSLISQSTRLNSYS
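Agonist response is measured as cAMP accumulation in an RXFP1-transfected HEK293T line under PDE4 inhibition. Values are scaled between buffer-only and 29 nM porcine relaxin, and EC50s come from standard Hill equation fits.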
D1 antag: blocks dopamine activation of the human D1 receptor; HEK293 TREx D1 cells, calcium flux, dopamine EC80; stronger effect = lower value; P21728; actives 3.2% (n = 360,000); activity change, negative = inhibition, % at 10 µM; in the data active = activity change below about -30%; note: % is set by controls: 0 for no effect and ±100 for the full control effect
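Inducible Hek293 Trex D1 cells (tetracycline, overnight, 30 C). Calcium dye 30–90 min RT. Antagonist mode: EC80 dopamine added after 180 s compound read.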
D2 PAM: positively modulates the human D2 dopamine receptor allosterically | P14416 | HEK293 T-REx D2, calcium flux, EC20 dopamine potentiation | potentiation, % at 10 µM | actives 0.34% (n = 340,000) | AID 485347;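 active = potentiation over 3 SD above the plate norm, cut at about 30% in these data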; note: 0% is about no effect
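Tetracycline-induced HEK293 T-REx cells force-coupled to calcium signalling expressed D2; compounds were pin-added after a 10 s baseline, read kinetically 180 s, then an EC20 dopamine challenge followed with a further 180 s calcium read.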
RXFP1 antag: antagonists of human relaxin receptor RXFP1; Q9HBX9; HEK293-RXFP1, relaxin-stimulated cAMP HTRF, 30 min; stronger effect = lower value; activity change, negative = inhibition, % at 57.5 µM; actives 0.59% (n = 350,000);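 active = activity change of -60% or lower, but not beyond a set lower limit; inconclusive = change between -60% and -40%, or beyond the set limit; inactive = change above -40%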; note: % is set by controls: 0 for no effect and ±100 for the full control effect
D1 ag: human D1 receptor agonism; P21728; HEK293 T-REx D1 cells, calcium flux, agonist mode; activation, % at 2 µM; actives 1% (n = 360,000); AID 504660; in the data active = activation above about 30%; note: 0% is about no effect
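Tetracycline-induced HEK293 TREx D1 cells, force-coupled to calcium signalling, were dye-loaded with a no-wash calcium kit. Compound was pin-added after a 10 s baseline. Fluorescence was read kinetically at 1 cycle/s for 180 s, with calcium rises flagged as agonism.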
The depositor's hits bear a star; ? = inconclusive; · = no result given; [ ] = another dose, or the depositor's remark. Unless noted, calls come from the whole dose curve; as a rule, active = well fitted curve in the direction sought with a large enough effect; inconclusive = small, poorly fitted or top-dose-only effect, or another doubt; inactive = no such curve, though single readings can be large; an effect the other way counts as inactive or inconclusive. This is a subset; rates above refer to the full screens.

SMILES	TRHR PAM	D1 PAM	Anesthetic bind	TRHR agonist	RXFP1 ag	D1 antag	D2 PAM	RXFP1 antag	D1 ag
CCn1c(Cn2nnc(-c3ccccc3)n2)nnc1SCC(=O)Nc1ccc(C(C)=O)cc1	-1.8	-1.7	?	1.4	1.3%	-14.4	-4.4	6.3	6.5
CN=c1scc(-c2ccccc2F)n1/N=C(\C)c1cccnc1	-4.6	-5.3	-19.3%	0.7	3.7%	-25.5	6.1	-31.6	8.2
CCN1C(=O)CC(Sc2ccccc2C(=O)O)C1=O (configuration not stated)	3.4	-4.2	-7.5%	-0.4	-0.1%	9.5	0.6	12.1	2.2
Cc1ccc(C(=O)Nn2cnc3ccccc3c2=O)cc1C	4.0	-6.4	-4.9%	-2.1	2.1%	-2.3	4.0	7.3	1.4
CNC(=O)CCc1nc(-c2ccc(C(C)(C)C)cc2)no1	-8.6	-5.1	-21.1%	0.9	2.2%	-20.5	-4.8	2.5	4.8
CCc1nnc(NC(=O)c2nc(S(=O)(=O)Cc3ccccc3)ncc2Cl)s1	-1.4	4.1	-15.7%	0.0	-1.6%	3.0	·	-9.5	1.7
CS(=O)(=O)c1ccc2nc(NC(=O)Nc3ccccc3F)sc2c1	-4.1	-0.2	-10.6%	2.3	?	-0.7	-10.3	-8.5	7.1
Cc1cc(C)nc(N2CCCC(C(=O)NCC(c3ccccc3)c3ccccc3)C2)n1 (configuration not stated)	-15.7	12.4	4.3%	0.5	-2.4%	-6.8	13.6	-3.6	4.6
COCCn1c(SCC(=O)c2c(-c3ccccc3)n(C)c3ccccc23)nnc1-c1ccncc1	-0.2	-10.8	3.6%	-0.3	3.7%	0.7	16.7	-4.1	3.4
CC1=CC(c2ccccc2)n2nc(N3C(=O)C4CC=CCC4C3=O)nc2N1 (configuration not stated)	-2.6	-6.0	31.7%[activator]	0.8	5.0%	-7.9	1.4	-3.6	3.9
Cc1ccccc1-c1nnc(C2CCN(S(=O)(=O)c3ccc(Cl)cc3)CC2)o1	0.1	-2.0	-5.8%	-0.7	4.4%	7.6	-0.5	-3.7	6.3
CC1(C)CC(=O)c2c(n(S(=O)(=O)c3ccccc3)c3ccc(NS(=O)(=O)c4ccccc4)cc23)C1	8.5	15.4	-0.2%	-1.0	-0.1%	8.0	-2.6	-4.8	6.4
CCN1CCCC1CNS(=O)(=O)c1cccc(C(F)(F)F)c1 (configuration not stated)	6.7	-4.3	-6.8%	0.4	0.7%	20.6	0.2	-1.4	5.3
Cc1ccc(NC(=O)/C=C2\NC(=O)CS2)cc1	0.4	-1.6	8.5%	0.9	0.6%	-1.3	-10.4	5.6	2.5
COc1ccc(Nc2c(-c3cc(Br)ccc3O)nc3ncccn23)cc1OC	18.1	1.8	-15.1%	0.5	-0.1%	10.4	2.4	5.4	1.3
Cc1cc(=O)c2ccccc2n1Cc1ccccc1	-5.0	-4.0	-12.6%	0.2	-0.2%	-11.3	-2.7	-4.2	4.6
CC1(c2ccc(OC(F)F)cc2)NC(=O)N(CC(=O)Nc2ccc(OC(F)F)cc2)C1=O (configuration not stated)	-8.6	-4.2	-16.3%	7.1	-2.5%	-43.0*	-0.9	7.3	49.5*
Cc1cc(C)n2nc(C(=O)Nc3cccc(S(=O)(=O)N4CCOCC4)c3)nc2n1	6.8	-6.8	·	-0.1	?	-12.2	15.9	27.7	3.4
O=C(COC(=O)c1ccco1)Nc1cccc(Br)c1	-3.3	-1.3	-10.9%	0.2	1.9%	-6.8	-5.8	16.1	6.2
Cc1ccc(-c2nnc(-c3ccccc3)o2)cc1	5.7	-3.5	-6.5%	-0.4	1.2%	-8.1	12.9	6.4	1.9

Some values from the results shown.
Entry for `CCc1nnc(NC(=O)c2nc(S(=O)(=O)Cc3ccccc3)ncc2Cl)s1` under RXFP1 ag: -1.6%
Entry for `Cc1ccccc1-c1nnc(C2CCN(S(=O)(=O)c3ccc(Cl)cc3)CC2)o1` under TRHR PAM: 0.1
Entry for `CC1(C)CC(=O)c2c(n(S(=O)(=O)c3ccccc3)c3ccc(NS(=O)(=O)c4ccccc4)cc23)C1` under Anesthetic bind: -0.2%
Entry for `Cc1cc(=O)c2ccccc2n1Cc1ccccc1` under RXFP1 antag: -4.2

Some of the entries so far, in markdown:
| Compound | TRHR PAM | D1 PAM | Anesthetic bind | TRHR agonist | RXFP1 ag | D1 antag | D2 PAM | RXFP1 antag | D1 ag |
| --- | --- | --- | --- | --- | --- | --- | --- | --- | --- |
| CCN1CCCC1CNS(=O)(=O)c1cccc(C(F)(F)F)c1 (configuration not stated) | 6.7 | -4.3 | -6.8% | 0.4 | 0.7% | 20.6 | 0.2 | -1.4 | 5.3 |
| Cc1ccc(NC(=O)/C=C2\NC(=O)CS2)cc1 | 0.4 | -1.6 | 8.5% | 0.9 | 0.6% | -1.3 | -10.4 | 5.6 | 2.5 |

Continuation:
SMILES	TRHR PAM	D1 PAM	Anesthetic bind	TRHR agonist	RXFP1 ag	D1 antag	D2 PAM	RXFP1 antag	D1 ag
O=C(N/N=C/c1cccnc1)c1cccc(F)c1	-4.5	-4.5	80.1%[activator]	-0.5	0.0%	2.7	4.2	-5.7	1.5
Cc1ccc(Cl)cc1Nc1nc(-c2sc(NC(=O)c3ccco3)nc2C)cs1	2.1	1.8	-8.7%	0.2	-1.4%	17.6	1.3	·	1.6
CCCC[C@@H]1CNC(=S)N1CCc1cccc2ccccc12	-0.8	8.8	-10.7%	-0.5	2.2%	2.7	-2.3	·	-0.8
COc1ccc(Cl)cc1NC(=O)Cn1cccc1	-5.8	3.8	-15.9%	0.0	-2.0%	0.0	6.3	-0.1	1.1
CC(=O)Nc1ccc(S(=O)(=O)NCC(=O)OCC(=O)NC(=O)c2cccn2C)cc1	6.8	-1.9	-3.7%	-0.3	0.3%	-0.9	-11.8	-9.1	2.6
CCOc1ccc(NC(=O)c2ccccc2NC(=O)CN(C)CC(=O)Nc2ccc(C)cc2)cc1	-2.1	-7.3	-9.0%	-0.8	1.2%	29.2	0.3	-3.8	2.8
Cc1cccc(-n2c(-c3ccoc3C)n[nH]c2=S)c1	-0.8	6.5	-4.9%	-0.1	12.5%	5.4	-8.2	-7.6	0.9
CC(/C=N/N1CCN(c2ccc(C)cc2)CC1)=C\c1ccccc1	-7.7	-3.1	-1.5%	0.1	1.8%	0.3	-12.3	10.9	2.8
CCCNC(=S)Nc1ccc(Cl)cc1C	0.6	-4.2	-6.4%	-0.4	1.7%	7.4	3.8	5.8	0.2
CCOc1ccc(CCNC(=O)c2cc3c(=O)n(C)c4ccccc4c3s2)cc1OCC	-5.5	1.9	0.7%	-0.1	-1.4%	-3.4	0.5	5.8	0.1
COC(=O)Cc1ccc(NC(=S)N2CCN(c3cccc(O)c3)CC2)cc1	-4.4	-17.0	-3.6%	1.4	1.8%	-37.9*	-15.5	1.1	12.9
CCOC(=O)c1cnc(-n2nc(C)cc2C)nc1Nc1ccc2c(c1)OCO2	32.5*	-9.5	-5.0%	-1.2	-0.3%	-11.3	7.4	·	5.8
O=[N+]([O-])c1ccc(-c2nc(=S)c3c(o2)CCCC3)cc1	3.3	-10.0	-7.0%	0.5	-1.3%	-9.5	8.3	-8.6	2.2
Cc1cc(NC(=O)Nc2cc(F)ccc2C)n(C)n1	2.2	-14.7	-7.8%	0.0	2.2%	-7.7	14.6	5.1	2.0
CCc1ccnc(NS(=O)(=O)c2ccc3c(c2)CCO3)c1	5.9	-7.7	-16.0%	-0.6	1.3%	11.5	-1.3	4.6	4.3
CSCCC(NC(=O)c1ccc([N+](=O)[O-])cc1Cl)C(=O)OCC(=O)N(C)C (configuration not stated)	-1.3	0.3	-6.4%	0.5	-1.2%	-3.7	0.5	4.8	1.3
Cc1nnc(N(CCC#N)CCC#N)s1	5.4	-5.8	-4.9%	0.0	0.8%	7.7	10.4	4.1	2.5
O=C(CSc1nnc(SCc2ccc(Cl)cc2)s1)N/N=C/c1ccc(C(=O)O)cc1	-7.2	5.0	0.1%	0.2	-1.9%	-15.8	-3.1	-9.5	1.7
COC/C=C/C1=CC2=CC(=O)C(C)(OC(=O)c3cnc4ccccc4n3)C(=O)C2=CN1c1ccc(CO)cc1 (configuration not stated)	-2.8	-2.7	-12.4%	0.5	-0.2%	-2.3	5.2	·	2.5
Cc1cc(C)c2sc(N(CCCN(C)C)C(=O)c3ccc(S(=O)(=O)N4CCc5ccccc5C4)cc3)nc2c1	19.2	-3.9	·	0.4	0.4%	17.7	6.9	·	0.1
Nc1nc(CSc2nnnn2-c2ccccc2)nc(N2CCCc3ccccc32)n1	1.5	-2.5	4.9%	1.3	0.8%	-12.8	-6.3	-5.9	4.8
CN(C)S(=O)(=O)n1cc(/C=C(\NC(=O)c2ccccc2)C(=O)N2CCOCC2)c2ccccc21	6.4	-4.9	4.2%	-0.7	1.6%	3.9	·	11.3	0.3
COc1ccc(NC(=O)CN(C)C(=O)c2cccc(S(=O)(=O)N3CCN(c4ccccc4)CC3)c2)cc1	1.8	0.3	·	0.3	-0.2%	-26.9	-3.3	3.8	0.9
O=C(c1cc(-c2ccc(Cl)cc2)nc2ccccc12)N1CCC1	-8.8	-7.1	·	-0.3	0.0%	-20.4	-4.6	-13.5	0.2
CC[n+]1cc(C)ccc1/C=C/c1ccc(N(C)C)cc1	-5.1	6.8	-18.3%	3.7	10.9%	1.6	2.9	-6.6	23.1
CC(OC(=O)c1nc(-c2ccccc2)n(-c2ccccc2)n1)C(=O)Nc1cc(Cl)cc(Cl)c1 (configuration not stated)	-8.3	7.2	-6.5%	0.5	0.3%	12.1	5.5	1.2	0.1
COCC(C)n1c(SCC(=O)N2CC(=O)Nc3ccccc32)nc2ccccc2c1=O (configuration not stated)	3.1	0.5	·	0.6	3.1%	16.2	-7.6	11.4	0.8
NS(=O)(=O)c1ccc2nc(NC(=O)COc3ccccc3)sc2c1	-0.2	0.1	3.0%	-0.2	?	-38.3*	13.1	1.7	-0.4
CCn1c(=O)cc(OCC(=O)N2CCN(c3ccc(C(C)=O)cc3)CC2)c2ccccc21	7.2	-0.8	-4.9%	-1.0	28.6%	-6.0	-3.5	·	3.4
C/C=C/C(=O)Nc1cccc(C2=NOC3(C2)C[C@H](C(N)=O)N(C(=O)c2ccccc2C(=O)c2ccccc2)C3)c1 (some centres not stated)	-2.4	-3.1	-7.8%	0.2	0.3%	-15.1	8.5	·	1.9
Cc1cccc(N2CCN(C(=O)c3cc4n(n3)C(C(F)(F)F)CC(c3ccco3)N4)CC2)c1C (configuration not stated)	6.0	-4.2	?	0.9	-0.2%	-1.7	8.1	-26.4	0.5
CCC(=O)N1CCN(CCN=CC2=C(O)CC(C)(C)CC2=O)CC1	-0.7	2.5	-2.6%	-0.3	0.2%	3.6	5.1	7.1	2.1
